From PubChem
PriA SSB inh: inhibitors of Klebsiella pneumoniae PriA binding to SSB C-terminal tail, primary screen, biochemical, AlphaScreen; AlphaScreen SSBct-PriA binding, biotinylated peptide; AID 1272365, 2023; PriA–SSB C-terminal tail interaction (Klebsiella pneumoniae); inhibition, % at 33 µM; 0.6% of 430,000 active; in the data active means inhibition mostly above about 37%, no sharp cut-off; inactive means mostly below about 20%;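 further: plate controls were negative control peptide for no effect and reference peptide for full effect; strong numbers were not always called active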
Rv3671c protease: Rv3671c serine protease inhibitors, primary screen, biochemical, fluorescence polarization, M. tuberculosis H37Rv | inhibition, % at 5.96 µM | 0.048% of 320,000 active | AID 2606, 2010; in the data active means inhibition above about 38%;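 further: extracellular domain of Rv3671c used as enzyme; 0% = enzyme with DMSO and 100% = no enzyme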
Target sequence (P9WHR9 whole entry, looked up, the tested form may be a part): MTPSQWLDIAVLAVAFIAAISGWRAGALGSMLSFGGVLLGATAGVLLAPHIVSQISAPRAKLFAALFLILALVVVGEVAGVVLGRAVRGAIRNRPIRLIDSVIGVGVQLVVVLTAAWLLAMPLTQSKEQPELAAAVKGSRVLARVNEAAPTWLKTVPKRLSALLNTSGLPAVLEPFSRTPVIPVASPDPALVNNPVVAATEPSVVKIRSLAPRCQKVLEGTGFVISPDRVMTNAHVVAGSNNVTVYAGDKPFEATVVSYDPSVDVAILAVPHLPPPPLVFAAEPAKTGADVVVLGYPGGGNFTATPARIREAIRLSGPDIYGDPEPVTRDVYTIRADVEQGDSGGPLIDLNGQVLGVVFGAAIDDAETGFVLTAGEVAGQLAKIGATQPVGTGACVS
3CLpro inhibitor: SARS-CoV 3CLpro protease inhibitors, primary screen, biochemical, quenched FRET | AID 1706, 2009 | inhibition, % at 6 µM | recombinant SARS-CoV 3CLpro, quenched FRET peptide cleavage | 0.14% of 290,000 active; in the data active means inhibition above about 12%
BioA inh: M. tuberculosis BioA enzyme inhibitors, primary screen, biochemical, plate reader, single point, HTS; purified M. tuberculosis BioA enzyme; 7,8-diaminopelargonic acid synthase BioA (Mycobacterium tuberculosis); 0.096% of 360,000 active; inhibition, % at 9.99 µM; in the data active means inhibition above about 40%
Mtb FBA inh: Mtb FBA enzyme inhibitors, primary screen, biochemical, fluorescence, strain H37Rv. Fructose-bisphosphate aldolase (Mycobacterium tuberculosis (strain ATCC 25618 / H37Rv)), …. purified M. tuberculosis FBA, fluorescence read-out. inhibition, % at 1 µM. 2.3% of 360,000 active; in the data active means inhibition above about 27%;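 further: 0% = vehicle and 100% = reference inhibitor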
Target sequence (P9WQA3 whole entry, looked up): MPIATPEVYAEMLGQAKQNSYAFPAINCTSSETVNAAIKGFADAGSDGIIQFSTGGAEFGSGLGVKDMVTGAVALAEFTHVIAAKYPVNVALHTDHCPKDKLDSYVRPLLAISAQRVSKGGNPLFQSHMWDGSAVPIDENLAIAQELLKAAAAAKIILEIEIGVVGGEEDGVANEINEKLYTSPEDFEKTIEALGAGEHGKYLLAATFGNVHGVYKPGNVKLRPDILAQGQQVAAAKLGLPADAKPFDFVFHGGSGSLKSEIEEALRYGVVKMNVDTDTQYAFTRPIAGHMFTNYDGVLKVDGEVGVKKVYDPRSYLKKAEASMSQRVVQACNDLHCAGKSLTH
UGM FP inh: M. tuberculosis UGM enzyme inhibitors, primary screen, biochemical, fluorescence polarization, single point; 0.06% of 320,000 active; purified UGM, fluorescence polarization probe displacement; inhibition, % at 10 µM; AID 504406, 2011; UDP-galactopyranose mutase (Mycobacterium tuberculosis (strain ATCC 25618 / H37Rv)), …; in the data active means inhibition above about 10%, passing the limit was not always enough
BH1578 lux ind: inducers of Vibrio cholerae quorum light production without autoinducers, primary screen, BH1578 luxS cqsA deficient, single point. V. cholerae BH1578 lux reporter, luminescence, 6 h. 0.16% of 350,000 active. activation, % at 18.7 µM; in the data active means activation mostly above about 9.7%, no sharp cut-off; further: not every result past the cut was called active; inactives centre near 0; reference of the scale not given here
VHR inh abs: VHR1 phosphatase inhibitors, primary screen, biochemical, absorbance, uHTS | Dual specificity protein phosphatase 3 (Homo sapiens), P51452 | recombinant VHR phosphatase, pNPP absorbance | inhibition, % at 13.3 µM | 0.52% of 290,000 active | AID 1654, 2009; in the data active means inhibition above about 50%; further: some compounds called inactive have numbers as strong as hits
Target sequence (P51452 whole entry, looked up): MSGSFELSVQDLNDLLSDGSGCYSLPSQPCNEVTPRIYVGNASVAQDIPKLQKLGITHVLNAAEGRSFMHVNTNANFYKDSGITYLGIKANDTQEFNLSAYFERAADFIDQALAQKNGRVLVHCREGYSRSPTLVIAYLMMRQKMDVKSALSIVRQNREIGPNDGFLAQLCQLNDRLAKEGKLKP
GDH-TPI counter: GDH-TPI coupling enzyme inhibitors, primary screen, artefact control for M. tuberculosis FBA inhibitor project, biochemical, absorbance, full deck; GDH-TPI coupled enzyme counterscreen, NADH absorbance; inhibition, % at 4.8 µM; 1.2% of 360,000 active; AID 588335, 2011; in the data active means inhibition above about 30%;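 further: 0% = DMSO wells and 100% = wells lacking the enzyme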
MazEF act: activators of E. coli MazEF toxin-antitoxin RNase, primary screen, biochemical, fluorescence, uHTS; Endoribonuclease toxin MazF (Escherichia coli (strain K12)), P0AE70; FAM/BHQ RNA-DNA oligo cleavage fluorescence, 5 h; activation, % at 20 µM; 0.32% of 350,000 active; AID 504720, 2011; in the data active means activation above about 50%
Target sequence (P0AE70 whole entry, looked up): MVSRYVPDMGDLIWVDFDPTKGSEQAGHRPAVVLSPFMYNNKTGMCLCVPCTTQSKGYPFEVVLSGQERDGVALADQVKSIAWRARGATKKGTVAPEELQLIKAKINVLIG
* = called active by the depositor; i = inactive; / = no result given; + = active, no number.

Order of results: PriA SSB inh | Rv3671c protease | 3CLpro inhibitor | BioA inh | Mtb FBA inh | UGM FP inh | BH1578 lux ind | VHR inh abs | GDH-TPI counter | MazEF act
> CCOC(=O)C1=C(C)NC(=O)NC1c1ccc(OC)c(CN2CCOCC2)c1 (configuration not stated)
 : -13 | -4 | -6 | -6.4 | 0 | -1.4 | -0.6 | -6 | -1 | -12
> COc1ccc(C(=O)CSc2nc3ccccc3n2CC(=O)c2ccccc2)cc1
 : 5 | -9 | 3 | -1.0 | 5 | -0.5 | 3.1 | 13 | 9 | -8
> O=C(CCCC(=O)N1CCN(c2cccc(Cl)c2)CC1)c1ccccc1
 : -3 | -2 | 4 | 30 | -1 | 0.6 | 0.0 | -10 | 2 | 0
> CC(c1ccco1)N(C(=O)Nc1ccc(Cl)cc1)c1ccccn1 (configuration not stated)
 : -18 | 3 | -1 | -0.7 | -1 | 4.5 | -0.3 | 2 | -2 | 4
> O=C1/C(=C/c2cc3c(cc2Cl)OCO3)N2CCC1CC2
 : / | 0 | 2 | / | / | 0.3 | / | -10 | / | /
> Cc1cc(C)cc(C(=O)NN2CCOCC2)c1
 : -6 | -1 | -8 | -0.2 | 0 | 0.0 | -0.6 | 8 | 11 | 4
> CCCCn1c(NCc2ccncc2)nc2ccccc21
 : -8 | 14 | 3 | 0.2 | 6 | -0.6 | -0.1 | 6 | 8 | -3
> O=C(COC(=O)/C=C/c1ccccc1)NCc1ccc2c(c1)OCO2
 : -4 | -7 | / | -1.0 | 3 | -1.1 | i | / | 5 | -9
> COc1ccc(NS(=O)(=O)c2cc(NC(=O)C3=NN(c4ccccc4)C(=O)CC3)ccc2C)cc1
 : 5 | / | / | -0.2 | 3 | / | -0.3 | / | 12 | -1
> C#CCOCCOCCOCCNc1nc(N2CCN(C(=O)Cn3cc(CC(C)O)nn3)CC2)nc(N2CCN(C(=O)[C@H](C)n3cc(CCC(=O)O)nn3)CC2)n1 (some centres not stated)
 : 0 | / | / | -0.8 | -1 | / | i | / | 5 | 11
> O=C(Cn1nnc(-c2ccccc2)n1)NCc1cccs1
 : -1 | -2 | 0 | -0.2 | 2 | -1.9 | i | 10 | 5 | 0
> CCOc1ccc(N2C(=O)CC(N3CCN(C(=O)c4ccco4)CC3)C2=O)cc1 (configuration not stated)
 : -13 | -5 | 3 | -1.1 | 2 | 0.5 | -0.9 | 14 | 9 | 4
> O=C(Cc1cccc(NC(=O)C2CCCN(C(=O)C3CCC3)C2)c1)Nc1ccc(C(=O)N2CCCCC2)cc1 (configuration not stated)
 : -5 | / | / | -1.2 | 1 | / | i | / | 1 | 5
> OCC[C@@H]1C[C@H](O)[C@@H](O)[C@@]2(CCCCO2)O1
 : 0 | 0 | / | -1.3 | 3 | -2.8 | i | / | 1 | -1
> NC(=O)CSc1nnc(-c2cc(-c3ccc(Cl)cc3)nc3ccccc23)o1
 : -1 | -4 | 1 | / | 3 | -2.5 | -0.4 | 15 | -5 | 3
> C=CCSC(=S)NC1CCS(=O)(=O)C1 (configuration not stated)
 : -10 | -2 | 8 | / | 0 | -2.6 | -0.7 | 2 | -5 | -1
> CCCc1nnc(NC(=O)CN2CCN(C)CC2)s1
 : -6 | 4 | 3 | -0.9 | 3 | -1.7 | -0.2 | -3 | 9 | 10
> Cc1cc(Nc2ccc(C)c(C)c2)n2nc(C)nc2n1
 : -1 | 7 | 5 | 1.0 | -3 | 0.7 | -0.2 | 7 | -5 | 8
> Cc1ccc(S(=O)(=O)NC(=O)Nc2c(C)n(C)n(-c3ccccc3)c2=O)cc1
 : -8 | 2 | -9 | 1.8 | 4 | 1.9 | i | 32 | -7 | -2
> O=[N+]([O-])c1ccc(S(=O)(=O)N/N=C/c2cccs2)cc1
 : / | -5 | -1 | / | 0 | -0.5 | -0.2 | -15 | 11 | 13
> COc1ccc(CN2CCN(C3CCSCC3)CC2CCO)c(C)c1C (configuration not stated)
 : -5 | 3 | -3 | -0.8 | 0 | 1.3 | -0.3 | -23 | 7 | 7
> O=C(Nc1ccnn1C1CCN(Cc2cc(Cl)ccc2O)CC1)C1CC1
 : -2 | -1 | 1 | -0.3 | 1 | -0.4 | i | 13 | 5 | 13
> COc1ccc2c(c1)[nH]c1c(=O)n(CCN3CCCC3)cnc12
 : -6 | -1 | 3 | -0.9 | 0 | -3.4 | 1.0 | 28 | 1 | 9
> NC(=O)C(C1=CCCCC1)c1ccccc1 (configuration not stated)
 : -26 | / | / | 2.2 | 1 | / | -1.7 | / | 4 | 1
> CCCCc1ccc(-c2ccc(C)cc2O)nc1
 : -17 | -6 | 4 | -1.2 | -2 | -2.2 | -0.2 | -5 | 1 | -4
> CN(CC(=O)Nc1ccc(F)cc1)C(=O)CSc1ncccn1
 : -6 | 3 | / | 4.6 | -2 | -0.2 | -0.8 | / | -9 | -2
> N#Cc1ccsc1NC(=O)CN1CCN(S(=O)(=O)c2cc(Cl)ccc2Cl)CC1
 : 2 | -9 | 3 | / | -1 | -0.3 | -0.7 | 0 | -1 | -3
> Cc1ccc(C2=NS(=O)(=O)N(C)C(C(=O)NC(C)c3ccccc3)=C2)cc1 (configuration not stated)
 : 9 | 9 | -1 | 2.8 | 3 | -4.8 | 2.0 | 33 | 11 | 4
> COc1ccc(/C=C/c2noc(-c3ccccc3OC(C)=O)n2)cc1
 : 5 | -21 | -2 | -2.1 | -1 | 2.2 | i | 5 | -7 | -14
> CCOCCCNC(=O)CS(=O)(=O)Cc1nc(-c2cccc(OC)c2)oc1C
 : -11 | 0 | -3 | -1.2 | 3 | -2.1 | i | -8 | -1 | -1
> Cc1ccc([C@@H]2C[C@H]3[C@@H](CN2S(=O)(=O)c2ccc(Cl)cc2)C(=O)C[C@@H](c2ccccc2F)N3S(=O)(=O)c2ccc(C)cc2)cc1
 : / | / | / | -0.7 | 0 | / | -0.4 | / | 1 | -1
> O=C(N/N=C/c1cccnc1)NC12CC3CC(CC(C3)C1)C2
 : i | 0 | 3 | 0.6 | 2 | -4.9 | i | 5 | 6 | 1
> O=C1C=C(N2CCOCC2)CCC1
 : 7 | 3 | / | -1.4 | 3 | -0.1 | -2.4 | / | 9 | 3
> Cc1cc(N2CCCCC2)nc(NCc2ccccc2)n1
 : -6 | 0 | 2 | -2.6 | 1 | 0.0 | -0.3 | 44 | 11 | 9
> O=C(Nc1ccccc1Oc1ccccc1)C1CCCC1
 : -4 | 3 | -1 | 0.8 | -1 | -1.3 | -0.1 | 1 | 0 | -2
> Cc1ccc(NC(=O)N2CCC(C(N)=O)CC2)cc1
 : -15 | -6 | 5 | -1.4 | 1 | 3.3 | 4.8 | 7 | 5 | -1
> CC1CCN(CCCNC(=O)c2nn(C)c3c2CS(=O)(=O)c2ccccc2-3)CC1
 : -3 | 5 | 1 | / | 0 | 0.2 | -0.7 | 21 | -1 | 5
> CCCCn1c(N)c(N(CC)C(=O)c2cccc(C)c2)c(=O)[nH]c1=O
 : -5 | 5 | -5 | 0.3 | 1 | 4.6 | -0.3 | 26 | -4 | 12
> S=c1[nH]nc(-c2cc3c(s2)-c2ccccc2CC3)o1
 : -37 | 1 | -2 | / | + | -1.1 | 0.2 | 27 | 22 | -9
> O=C(/C=C/Nc1ccc(S(=O)(=O)Nc2cnc3ccccc3n2)cc1)c1ccccc1
 : -8 | 2 | 2 | / | 2 | -1.9 | -0.6 | 12 | 16 | 2
> CC1(C)NC(=O)N(CCCOc2ccc3c(c2)CCC3)C1=O
 : -9 | 2 | 3 | / | 6 | -0.3 | -0.4 | 2 | 7 | -4
> CCOC(=O)C1=C(C)NC(=O)C(C(N)=O)C1c1ccccc1 (configuration not stated)
 : -20 | 1 | 4 | -0.1 | -3 | -3.0 | 1.1 | 22 | 0 | -1
> COc1ccc(OC)c(NC(=O)CNC(=O)Cn2c(C)cc3ccccc3c2=O)c1
 : -4 | 7 | 7 | 0.6 | 4 | -1.3 | -0.6 | 41 | 20 | 3
> CCN(C(=O)CN1C(=O)S/C(=C\c2cccc(Cl)c2)C1=O)C1CCS(=O)(=O)C1 (configuration not stated)
 : -14 | 7 | -4 | 0.7 | -3 | -3.5 | i | -19 | 24 | 13
> COc1ccc(OC)c(NC(=O)CCN2CCCCCC2)c1
 : -4 | 3 | 0 | -1.3 | 4 | -1.7 | i | -5 | 3 | -8
> CC(C)CN(C(=O)CN1CCC(C)CC1)c1c(N)n(CC(C)C)c(=O)[nH]c1=O
 : -8 | 3 | -1 | / | 6 | 3.2 | 0.9 | 7 | 2 | 4
> COc1ccc2nc(Nc3nc(C)c(CCC(C)C)c(=O)[nH]3)nc(C)c2c1
 : 8 | -13 | 1 | -0.1 | 4 | 1.7 | -2.7 | 14 | -3 | -86

Copied from the entries so far for reference:
Order of results: PriA SSB inh | Rv3671c protease | 3CLpro inhibitor | BioA inh | Mtb FBA inh | UGM FP inh | BH1578 lux ind | VHR inh abs | GDH-TPI counter | MazEF act
> CC1CCN(CCCNC(=O)c2nn(C)c3c2CS(=O)(=O)c2ccccc2-3)CC1
 : -3 | 5 | 1 | / | 0 | 0.2 | -0.7 | 21 | -1 | 5
> CCCCn1c(N)c(N(CC)C(=O)c2cccc(C)c2)c(=O)[nH]c1=O
 : -5 | 5 | -5 | 0.3 | 1 | 4.6 | -0.3 | 26 | -4 | 12
> S=c1[nH]nc(-c2cc3c(s2)-c2ccccc2CC3)o1
 : -37 | 1 | -2 | / | + | -1.1 | 0.2 | 27 | 22 | -9
> O=C(/C=C/Nc1ccc(S(=O)(=O)Nc2cnc3ccccc3n2)cc1)c1ccccc1
 : -8 | 2 | 2 | / | 2 | -1.9 | -0.6 | 12 | 16 | 2
> CC1(C)NC(=O)N(CCCOc2ccc3c(c2)CCC3)C1=O
 : -9 | 2 | 3 | / | 6 | -0.3 | -0.4 | 2 | 7 | -4
> CCOC(=O)C1=C(C)NC(=O)C(C(N)=O)C1c1ccccc1 (configuration not stated)
 : -20 | 1 | 4 | -0.1 | -3 | -3.0 | 1.1 | 22 | 0 | -1
> COc1ccc(OC)c(NC(=O)CNC(=O)Cn2c(C)cc3ccccc3c2=O)c1
 : -4 | 7 | 7 | 0.6 | 4 | -1.3 | -0.6 | 41 | 20 | 3
> CCN(C(=O)CN1C(=O)S/C(=C\c2cccc(Cl)c2)C1=O)C1CCS(=O)(=O)C1 (configuration not stated)
 : -14 | 7 | -4 | 0.7 | -3 | -3.5 | i | -19 | 24 | 13
> COc1ccc(OC)c(NC(=O)CCN2CCCCCC2)c1
 : -4 | 3 | 0 | -1.3 | 4 | -1.7 | i | -5 | 3 | -8
> CC(C)CN(C(=O)CN1CCC(C)CC1)c1c(N)n(CC(C)C)c(=O)[nH]c1=O
 : -8 | 3 | -1 | / | 6 | 3.2 | 0.9 | 7 | 2 | 4
> COc1ccc2nc(Nc3nc(C)c(CCC(C)C)c(=O)[nH]3)nc(C)c2c1
 : 8 | -13 | 1 | -0.1 | 4 | 1.7 | -2.7 | 14 | -3 | -86

A portion of the library (hit frequency here may not be typical).
